Assay outcomes deposited in PubChem BioAssay by National Center for Advancing Translational Sciences (NCATS).
GLP-1R inv ag: inverse agonists of human GLP-1 receptor; P43220; HEK293 GLP-1R CRE-luciferase, luminescence, 24 h; GLP-1R form is constitutively active; Potency, µM (top dose mostly 38.3 µM), without a hit: at the top dose activity change, negative = inhibition, most hits filed as inhibitors; actives 1.6% (n = 410,000); AID 624417; note: potency is the fitted concentration of half-maximal effect; % is set by controls: 0 for no effect and ±100 for the full control effect; nearly all actives have a fitted effect of over 55% in size
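Inverse agonists were sought by their lowering of basal cAMP reporter luciferase output in HEK293 cells stably carrying constitutively active human GLP-1R, after 24 h compound treatment.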
PI5P4K alpha inh: inhibitors of human PI5P4K alpha | max response, % | PI5P4Kalpha enzyme, ADP-Glo luminescence, 60 min; hits give low values | P48426 | actives 1.2% (n = 330,000); active = max response of -50% or lower; inconclusive = between -30% and -50%; inactive = -30% or higher; note: value at the top dose of about 77 µM; % is set by controls: 0 for no effect and ±100 for the full control effect
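qHTS, 1536-well: enzyme/substrate mix, compound by pin tool, 5 microM ATP final; RT 60 min; ADP-Glo reagents 1 (45 min) then 2 (30 min); luminescence.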
GLP1R cytotox: cytotoxicity in counter-screen for GLP-1R inverse agonists | HEK293 cAMP-luciferase reporter cells, luminescence, 24 h | Potency, µM (doses to about 38.3 µM), inactives show at the highest dose activity change, negative = inhibition, actives largely listed as inhibitors | actives 0.13% (n = 410,000);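 note: loss of luciferase light is scored as toxicity; potency is the fitted concentration of half-maximal effect; % is set by controls: 0 for no effect and ±100 for the full control effect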
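1536-well qHTS counterscreen of the MLSMR; 200 cells/uL, 12 h pre-incubation, 23 nL cpd, 24 h at 37 deg C 5% CO2, luciferase detection reagent, 12 min RT, luminescence. Inhibition = undesired.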
PLK1 PBD block: PLK1 (human) polo-box domain binding inhibition. P53350. Potency, µM, without a hit: max response, negative = inhibition, actives largely listed as inhibitors. AID 720504. actives 2.8% (n = 360,000). Plk1 PBD binding of FITC phosphopeptide, fluorescence polarization; note: potency is the fitted concentration of half-maximal effect; series mostly up to about 57 µM; % is set by controls: 0 for no effect and ±100 for the full control effect; nearly all actives have a fitted effect of over 65% in size
DRD3 antagonist: antagonists of human D3 dopamine receptor. D3R cells, DiscoveRx beta-arrestin luminescence, antagonist mode; hits give low values. max response, negative = inhibition, %. actives 2.5% (n = 360,000); in the data active = max response below about -50%; inconclusive = no clear call, values can overlap the other calls; note: % is set by controls: 0 for no effect and ±100 for the full control effect; mostly tested at two doses, the higher about 12 µM
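Cells plated overnight at 1500 cells/well, then exposed to library compounds with dopamine controls for 90 minutes at 37 degrees C. DiscoveRx reagent added for 30–60 minutes at room temperature; luminescence read, quantitative HTS format.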
IL2 activator: activators of IL-2. IL-2 activation reporter assay, cell-based qHTS; stimulated with anti-CD3/CD4/CD28 beads; in transgenic mouse T cells. activation, % (series mostly up to about 46 µM). actives 0.065% (n = 360,000). AID 652025; in the data active = activation above about 50%; inconclusive = mostly about 30% to 49%; note: 0% is about no effect
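Unstimulated transgenic mouse T cells preincubated 60 min with compound, then stimulated with anti-CD3/anti-CD4-coated beads plus anti-CD28 for 18 h at 37 degrees C. IL-2 response read as EGFP and DsRed fluorescence by plate cytometry.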
D3 ag: D3 dopamine receptor (human) agonism; P35462; actives 0.58% (n = 410,000); max activation, %; D3R DiscoveRx beta-arrestin cells, luminescence, 90 min; in the data active = max activation above about 30%; note: 0% is about no effect; mostly tested at two doses, the higher about 12 µM
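Cells at 1500/well, incubated overnight, then treated with pinned compounds (dopamine as control) for 90 min at 37 degrees C. DiscoveRx reagent added for 30 - 60 minutes at room temperature; luminescence read.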
WRN inhibitor: blocks human WRN helicase | Q14191 | WRN helicase unwinding, fluorescent forked duplex, kinetic | Potency, µM (top dose mostly 114 µM), for inactives: top-dose activity change, negative = inhibition, most hits filed as inhibitors | actives 0.46% (n = 360,000) | AID 651768; note: potency is the fitted concentration of half-maximal effect; % is set by controls: 0 for no effect and ±100 for the full control effect; nearly all actives have a fitted effect of over 55% in size
Target sequence (Q14191 whole entry, looked up): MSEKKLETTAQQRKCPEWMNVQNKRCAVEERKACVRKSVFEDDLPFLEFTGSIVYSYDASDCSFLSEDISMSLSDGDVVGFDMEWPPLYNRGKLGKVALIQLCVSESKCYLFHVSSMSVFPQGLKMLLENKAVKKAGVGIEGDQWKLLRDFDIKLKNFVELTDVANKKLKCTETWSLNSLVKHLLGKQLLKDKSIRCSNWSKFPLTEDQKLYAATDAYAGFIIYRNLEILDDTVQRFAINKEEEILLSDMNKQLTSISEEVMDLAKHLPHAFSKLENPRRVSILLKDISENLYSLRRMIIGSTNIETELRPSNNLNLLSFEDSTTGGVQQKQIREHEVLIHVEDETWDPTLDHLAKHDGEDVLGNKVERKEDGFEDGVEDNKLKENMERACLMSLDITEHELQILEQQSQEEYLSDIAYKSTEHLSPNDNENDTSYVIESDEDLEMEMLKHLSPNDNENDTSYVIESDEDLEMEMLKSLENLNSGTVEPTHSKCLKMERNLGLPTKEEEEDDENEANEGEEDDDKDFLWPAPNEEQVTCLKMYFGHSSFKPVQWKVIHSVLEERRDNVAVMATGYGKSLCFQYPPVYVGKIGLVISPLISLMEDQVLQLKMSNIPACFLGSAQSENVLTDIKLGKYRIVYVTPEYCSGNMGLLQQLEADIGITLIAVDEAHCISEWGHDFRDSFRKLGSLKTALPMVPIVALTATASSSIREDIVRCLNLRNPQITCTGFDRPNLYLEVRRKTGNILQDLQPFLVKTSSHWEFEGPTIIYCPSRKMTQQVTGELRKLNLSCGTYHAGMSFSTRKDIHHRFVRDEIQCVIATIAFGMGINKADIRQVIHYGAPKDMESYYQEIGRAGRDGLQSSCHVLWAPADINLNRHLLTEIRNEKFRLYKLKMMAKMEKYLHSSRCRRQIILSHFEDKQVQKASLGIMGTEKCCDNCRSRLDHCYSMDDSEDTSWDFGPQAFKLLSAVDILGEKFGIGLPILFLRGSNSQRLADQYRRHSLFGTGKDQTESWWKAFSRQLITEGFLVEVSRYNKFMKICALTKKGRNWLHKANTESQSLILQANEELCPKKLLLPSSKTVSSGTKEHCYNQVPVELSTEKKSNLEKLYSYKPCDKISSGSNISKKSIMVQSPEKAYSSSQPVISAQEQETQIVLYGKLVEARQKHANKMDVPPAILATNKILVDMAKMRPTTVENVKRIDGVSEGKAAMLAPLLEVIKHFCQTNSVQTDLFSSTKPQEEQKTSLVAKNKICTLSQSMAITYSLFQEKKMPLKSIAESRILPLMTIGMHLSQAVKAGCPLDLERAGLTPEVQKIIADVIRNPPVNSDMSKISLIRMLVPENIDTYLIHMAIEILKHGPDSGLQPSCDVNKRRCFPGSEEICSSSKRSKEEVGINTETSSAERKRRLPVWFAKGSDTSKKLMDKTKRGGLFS
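WRN at 20 nM final was preincubated with compound for 15 min at room temperature; reaction started with 100 nM forked duplex oligonucleotide carrying fluorophore and quencher plus 2 mM ATP (final). Unwinding followed kinetically by red fluorescence (ex 525/em 598 nm).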
GLP-1R agonist: agonists of human GLP-1 receptor | P43220 | HEK293 GLP-1R CRE-luciferase, luminescence, 4-6 h; cells express a hypersensitive GLP-1R form | Potency, µM (highest dose often 45.6 µM), for the others: at the top dose activation, most hits filed as activators | actives 0.007% (n = 380,000) | AID 624172; note: potency is the fitted concentration of half-maximal effect; % of control where 0% means no effect
* hit, by the source's call; ? = inconclusive; · = no result given; & = joins results of further samples; [ ] = dose if it differs, or a comment. Unless noted, calls come from the whole dose curve; as a rule, active = well fitted curve in the direction sought with a large enough effect; inconclusive = small, poorly fitted or top-dose-only effect, or another doubt; inactive = no such curve, though single readings can be large; an effect the other way counts as inactive or inconclusive.

SMILES	GLP-1R inv ag	PI5P4K alpha inh	GLP1R cytotox	PLK1 PBD block	DRD3 antagonist	IL2 activator	D3 ag	WRN inhibitor	GLP-1R agonist
O=C(CCCCC(=O)NN=Cc1ccc(Cl)cc1)NN=Cc1ccc(Cl)cc1	-9%	-1	-4%	-6%	23	-1.7	2	-17%	2%
COc1ccc(NC(=O)c2cn(C)c(=O)c3cc(OC)c(OC)cc23)c(OC)c1	30%	5	2%	0%	18	0.4	4	-5%	13%
C=CCOC(=O)C(C#N)c1nc2ccccc2nc1N1CCC(C(=O)OCC)CC1 (stereo not given)	6.3µM*	8	-3%	-1%	0	-1.3	1	-5%	8%
Cc1ccc(NC(=O)CN2C(=O)NC3(CCCC3)C2=O)cc1S(=O)(=O)N1CCCCC1	10%	2	4%	-12%	5	-0.2	-1	-6%	-7%
COc1ccc(-c2cn(-c3ccccc3)c3[n+]2CCS3)cc1	-26%&-25%	-6&-8	-24%&-26%	-3%	7&-2	-5.3&0.5	-1&-2	12%&6%	-3%&-13%
Cc1ccc(NC(=S)N2CCCCC2)cc1C	13%	4	8%	-4%	-9	-0.3	-2	-4%	9%
CC(=O)Nc1ncc(Cc2cccc(Cl)c2)s1	?	-9	-13%	-9%	9	-2.9	2	-2%	18%
COC(=O)c1nnn(-c2nonc2N)c1CSc1nc2ccccc2s1	0%	-7	7%	-3%	37	-4.8	1	-18%	16%
O=C(COc1ccc(-n2cnnn2)cc1)Nc1ccc(Br)cc1F	26%	-3	7%	-3%	5	1.4	-2	-5%	-14%
CC(=O)c1ccc(S(=O)(=O)N2CCc3ccccc3C2)cc1	4%	-5	10%	-5%	13	1.3	2	-30%	1%
CN(C(=O)CSc1ncnc2sc3c(c12)CCCC3)C1CCS(=O)(=O)C1 (stereo not given)	?	0	-1%	0%	18	-0.8	-3	-25%	25%
N#CC1=C(S)N(c2ccccc2)C(c2ccc(-c3cccc(Cl)c3)o2)NC1=O (stereo not given)	-14%	-30	4%	24µM*	8	-0.7	2	-10%	-6%
Cc1cc(C)cc(OCC(=O)Nc2ccc(N3CCN(C(=O)c4ccco4)CC3)cc2)c1	-45%	·	-22%	-8%	28	-0.2	37*	-6%	-2%
COc1cc2cc(C#N)c(SCC(=O)Nc3cc(C)on3)nc2cc1OC	3%	3	5%	-3%	-15	-0.9	3	-6%	2%
COc1ccc(NC(=O)N[C@@H](CCSC)C(=O)O)cc1OC	22%	8	5%	4%	5	3.6	0	0%	0%

Profiles, looked up by structure. Screens in order: GLP-1R inv ag, PI5P4K alpha inh, GLP1R cytotox, PLK1 PBD block, DRD3 antagonist, IL2 activator, D3 ag, WRN inhibitor, GLP-1R agonist
COc1cc2cc(C#N)c(SCC(=O)Nc3cc(C)on3)nc2cc1OC across the screens: 3%, 3, 5%, -3%, -15, -0.9, 3, -6%, 2%
CC(=O)Nc1ncc(Cc2cccc(Cl)c2)s1 across the screens: ?, -9, -13%, -9%, 9, -2.9, 2, -2%, 18%
COC(=O)c1nnn(-c2nonc2N)c1CSc1nc2ccccc2s1 across the screens: 0%, -7, 7%, -3%, 37, -4.8, 1, -18%, 16%

Back to the main list; the 3 compounds before the break are reprinted first.
SMILES	GLP-1R inv ag	PI5P4K alpha inh	GLP1R cytotox	PLK1 PBD block	DRD3 antagonist	IL2 activator	D3 ag	WRN inhibitor	GLP-1R agonist
Cc1cc(C)cc(OCC(=O)Nc2ccc(N3CCN(C(=O)c4ccco4)CC3)cc2)c1	-45%	·	-22%	-8%	28	-0.2	37*	-6%	-2%
COc1cc2cc(C#N)c(SCC(=O)Nc3cc(C)on3)nc2cc1OC	3%	3	5%	-3%	-15	-0.9	3	-6%	2%
COc1ccc(NC(=O)N[C@@H](CCSC)C(=O)O)cc1OC	22%	8	5%	4%	5	3.6	0	0%	0%
CCc1cccc(CC)c1NC(=O)Cn1c(-c2ccc(F)cc2)noc1=O	-26%	13	-11%	-6%	-16	0.1	-4	-1%	-1%
CCCCn1c(N)c(N(CC)C(=O)c2cc(S(=O)(=O)N3CCN(CC)CC3)ccc2Cl)c(=O)[nH]c1=O	14%	-4	-5%	-7%	-21	-3.7	-8	-33%	20%
Cc1ccc(S(=O)(=O)Nc2nonc2C)cc1	0%	-4	?	4%	1	1.1	5	0%	-2%
CC(C)(C)C(=O)c1cn(CC(=O)O)c2ccccc12	-12%	0	1%	-21%	-4	-0.4	-5	-7%	4%
COc1cccc2c(=O)c3ccoc3n(C)c12	37%[activator]	-5	9%	2%	-27	0.8	25	0%	-1%
O=C(NCCCNC(=O)c1ccc(Cl)cc1Cl)c1ccco1	8%	3	-9%	-2%	15	0.0	11	15%	6%
CCC(C)(C)NC(=O)C(C)OC(=O)c1nsc(Cl)c1Cl (stereo not given)	4%	·	8%	-5%	-14	-1.2	-4	-8%	2%
COC(=O)CCCC1=CC2=CC(=O)C(C)(OC(=O)c3cccs3)C(=O)C2=CN1Cc1ccc2c(c1)OCO2 (stereo not given)	21%	?	9%	-20%	1	0.0	0	-7%[11.6 µM]	2%
COc1ccc(/C=N/NC(=O)c2ccn[nH]2)cc1CN1CCOCC1	2%	-1	-3%	-6%	8	0.4	1	-1%	16%
CCOC(=O)N1CCC(NC(=O)CCC(=O)N2CCOc3ccccc32)CC1	4%	-3	-3%	-1%	16	-0.2	2	7%	0%
COCCn1c(SCC(=O)Nc2ccc3c(c2)OCCO3)nnc1-c1c[nH]c2ccccc12	-4%	·	-15%	-7%	-13	1.2	2	-5%	3%
CC(C)c1ccc(C2/C(=C(/O)c3ccccc3)C(=O)C(=O)N2CCCN2CCOCC2)cc1 (stereo not given)	12%	3	2%	-2%	-2	0.6	4	-5%	-7%
Cc1ccc(C(=O)NNC(=O)C2CCCN(c3ncccn3)C2)cc1 (stereo not given)	1%	·	4%	-2%	-19	-0.7	1	-1%[57.1 µM]	0%
COc1cccc(CC(NC(C)=O)C(=O)NC2CCN(S(=O)(=O)c3ccc(NC(C)=O)cc3)CC2)c1OC (stereo not given)	13%	-4	1%	-4%	2	0.6	-6	-4%	6%
C=C1CCN([C@@H](CC(C)C)C(=O)NCc2ccccc2)S(=O)(=O)c2ccccc21	?	0	-24%	-5%	29	2.3	7	1%	5%
Cc1ccc(S(=O)(=O)NNC(=O)c2ccccc2-n2cccc2)cc1	-4%	-2	-10%	-10%	-21	-2.5	-1	8%	4%
COc1ccc(-c2nc3cc(C)c(Br)c(C)n3c2Cc2ccc(C)cc2)cc1OC	?	15	0%	3%	15	-0.7	7	0%	6%
CCOC(=O)CC1C(=O)NCCN1S(=O)(=O)c1ccc(NC(C)=O)cc1 (stereo not given)	10%	-1	-3%	-9%	1	0.2	7	4%	-2%
CCCN(c1ccc(C(C)C)cc1)S(=O)(=O)c1c(C)noc1C	?	5	21%	-15%	-10	-1.5	4	-17%	2%
COc1ccc(NC(=O)C(CCSC)NC(N)=O)cc1NS(=O)(=O)c1ccc(F)cc1 (stereo not given)	7%	-7	3%	3%	-9	-2.0	2	9%	16%
O=C1CN(C(=O)COC(=O)c2ccccc2O)c2ccccc2N1	31%[activator]	2	-1%	6%	5	-4.7	3	0%	5%
CCn1ncc(Cl)c1C(=O)NC(C)c1ccccc1 (stereo not given)	0%	·	10%	-6%	-26	-2.6	5	-16%	4%
COCCn1c(=O)[nH]c(=O)c2cc(C(=O)c3cc(Cl)ccc3O)cnc21	15%	?	-3%	?	8	-2.8	14	-33%	14%
COc1cccc(/C=N/NC(=O)c2cc(C34CC5CC(CC(C5)C3)C4)[nH]n2)c1	-35%	-3	-10%	0%	-20	-0.4	-5	-24%	2%
CCCC1C(c2ccc(OC)cc2)C(C#N)(C#N)C2(C#N)CC1(N)NC2=O (stereo not given)	0%	·	1%	0%	-15	0.5	1	8%	-9%
Cn1c(SCC(=O)N2CCCc3ccccc32)nnc1-c1ccccc1	-17%	·	6%	-11%	3	1.0	-6	0%	-2%
CCOC(=O)CSc1nc2c(sc(=S)n2-c2ccccc2)c(=O)n1-c1ccc(OC)cc1OC	?	?	5%	4.7µM*	-8	-1.0	-5	1%	10%

An excerpt from above, showing only IL2 activator.
Structure | IL2 activator
CCCN(c1ccc(C(C)C)cc1)S(=O)(=O)c1c(C)noc1C | -1.5
COCCn1c(=O)[nH]c(=O)c2cc(C(=O)c3cc(Cl)ccc3O)cnc21 | -2.8
